Screening data as filed in PubChem.
ER stress surv: protection against thapsigargin ER stress killing – CSM14.1 cells, ATP luminescence, primary screen. CSM14.1 thapsigargin ER stress survival. relative survival (cellular ATP), % at 15 µg/mL (by protocol). actives 0.33% (n = 48,000);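 active = survival measured by cellular ATP above 50% at 15 µg/ml in the first screen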;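 note: cell death triggered by about 15 µM thapsigargin; ATP read 24 h after thapsigargin was added; plate controls were thapsigargin with DMSO for no effect and DMSO without thapsigargin for full effect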
An asterisk follows results filed as active.

SMILES	ER stress surv
Cc1cc(C)nc(SCC(=O)Nc2ccc(Cl)c(Cl)c2)n1	2
C=CCn1c(NC(=O)c2ccc(Cl)cc2)nc2ccccc21	2
CCCCOc1cccc(C(=O)Nc2ccc(C)cc2[N+](=O)[O-])c1	-1
COc1ccc(N(CC(=O)NCCSc2ccccn2)S(=O)(=O)c2ccccc2)c(OC)c1	0
Nc1ccc2nc(Sc3nc4ccc([N+](=O)[O-])cc4s3)sc2c1	-1
COc1cc2c(cc1NC(=O)CN1C(=O)c3ccccc3C1=O)oc1ccccc12	3
COC(=O)c1ccc(/C=C2\SC(=S)N(Nc3ccccc3)C2=O)cc1	9
COc1ccc(C(=O)N2CCN(c3ccccc3OC)CC2)cc1	2
CCc1ccc2oc(-c3ccc(C)c(NC(=O)c4cc(OC)cc(OC)c4)c3)nc2c1	0
CCc1ccccc1N(CC(=O)OC)S(C)(=O)=O	2
N#C/C(=C\c1ccc(-c2ccc(Cl)cc2)o1)c1ccccc1	8
COc1cccc(N2C(=O)c3ccc(C(=O)Nc4ccc(Br)cc4C(=O)O)cc3C2=O)c1	7
CCc1ccccc1NC(=O)C(=O)NC(C)c1ccccc1 (stereo unspecified)	5
O=C1CC(c2ccccc2)CC2=C1C(c1ccc(F)c(F)c1)Nc1ccccc1N2 (stereo unspecified)	4
CCOC(=O)C1=C(C)N=c2s/c(=C\c3ccc4c(c3)OCO4)c(=O)n2C1c1ccc(OC)c(Br)c1 (stereo unspecified)	1
COC(=O)c1ccc(N2C(=O)CC(SCCN)C2=O)cc1 (stereo unspecified)	-3
O=[N+]([O-])c1cccc(C2Nc3ccc4ccccc4c3C3C=CCC32)c1 (stereo unspecified)	1
CCN(CC)CCCCOc1ccc(C(C)C)cc1	-2
CCOc1ccc(C(=O)COC(=O)c2ccc(C)cc2)cc1	-10
CC1CCC(N2CCN(S(=O)(=O)c3ccc(Cl)cc3)CC2)CC1 (stereo unspecified)	9
CCOc1ccccc1NC(=O)c1c(N)sc2c1CCCCC2	0
C#CCOc1ccc(/C=C2\C(=O)NC(=O)N(c3cc(C)cc(C)c3)C2=O)cc1	-4
Cc1ccsc1/C=C(\C#N)c1nc(-c2ccc3c(c2)OCO3)cs1	9
CCCOC(=O)c1ccc(NC(=O)C(c2ccccc2)c2ccccc2)cc1	3
COc1ccc(S(=O)(=O)Nc2cc3c(C(C)=O)c(C)oc3c3ccccc23)cc1	7

Following part
SMILES	ER stress surv
FC1(F)C2C3OC(C4C5C=CC(O5)C34)C2C1(F)F (stereo unspecified)	-3
Cc1occc1C(=O)Nc1cccc(O)c1	8
Cc1cc(C(=O)N/N=C/c2c(F)cccc2Cl)n[nH]1	8
O=C1S/C(=C/C=C/c2cccc([N+](=O)[O-])c2)C(=O)N1c1ccccc1	12
COc1ccc(Br)cc1/C=C/C(=O)Nc1ccc(F)c([N+](=O)[O-])c1	0
O=C1SC(Nc2ccc(-c3ccccc3)cc2)C(=O)N1c1ccccc1 (stereo unspecified)	12
COC(=O)CN(c1cccc(Cl)c1)S(=O)(=O)c1ccc(C)cc1	8
CN(C)c1ccc(/C=C2/SC(=S)N(CC(=O)O)C2=O)cc1Br	-3
O=C(Nc1ccccc1)N1CCN(c2ccccc2)CC1	9
COc1cc(C=C2C(=O)NC(=O)NC2=O)ccc1OCCC(C)C	-1
O=C(Nc1cc(C(F)(F)F)cc(C(F)(F)F)c1)c1ccc([N+](=O)[O-])o1	0
CC1(C)CC(=O)C2=C(C1)OC1=C(C(=O)CC(C)(C)C1)C2c1ccc(OCC(=O)O)cc1	8
COc1ccc(OC)c(NC(=O)c2ccc(N(C)S(=O)(=O)c3ccccc3)cc2)c1	0
COc1ccc(OCCCCS)cc1	2
COC(=O)c1cccc(NC(=O)c2ccc3c(c2)C(=O)N(C(C)(C)C)C3=O)c1	9
Cc1occc1C(=O)O/N=C(\N)c1ccccc1	-4
CCN(Cc1ccccc1)S(=O)(=O)c1ccc([N+](=O)[O-])cc1	5
O=C(NC(Nc1ccccc1)C(=O)c1ccccc1)c1ccco1 (stereo unspecified)	5
Cc1ccc(-c2cc(C(F)(F)F)n3ncc(C(=O)N4CCN(Cc5ccccc5)CC4)c3n2)cc1	7
O=C(CSc1ccccc1C(=O)O)c1ccc(-c2ccccc2)cc1	7
O=C(Nc1ccc2c(c1)OCO2)c1ccc(Cl)cc1	-5
O=C(NCCN1CCOCC1)/C(=C/c1ccc(F)cc1)NC(=O)c1ccccc1	-2
CCCCOC(=O)Nc1nnc(-c2ccco2)s1	-3
O=C(NCCNc1ccc(Cl)cc1[N+](=O)[O-])c1ccccc1Br	1
CN(C)CCNC(=O)COc1ccc2ccccc2c1	-4

Two entries from above, with each value named.
> O=C(CSc1ccccc1C(=O)O)c1ccc(-c2ccccc2)cc1
  ER stress surv = 7
> O=C(Nc1ccc2c(c1)OCO2)c1ccc(Cl)cc1
  ER stress surv = -5

(more compounds)
SMILES	ER stress surv
CSc1ccc(/C=c2\sc3nc4ccccc4n3c2=O)cc1	8
CCNC(=O)C(=O)Nc1ccc(Cl)c(Cl)c1	5
O=C(COc1cccc(Cl)c1)NCCc1nc2ccccc2[nH]1	8
COc1cccc(NC(=O)CCN2C(=O)/C(=C/c3ccc(C)cc3)SC2=S)c1	8
CC(C)(C)NC(=O)c1ccc(N2C(=O)c3ccc([N+](=O)[O-])cc3C2=O)cc1	10
CCOC(=O)c1c(-c2ccc(OC)cc2)csc1NC(=O)c1cccc([N+](=O)[O-])c1	1
O=C(CSc1nnc(-c2cccc(Cl)c2)n1-c1ccccc1)NCc1ccccc1	6
COc1ccc(CC(=O)Nc2ccc3c(c2)Cc2ccccc2-3)cc1OC	1
CC(=O)c1c(C)n(-c2ccc(N(C)C)cc2)c2ccc(O)cc12	3
Cc1ccc(NC(=O)COc2ccccc2Cl)c(C(=O)O)c1	0
O=C(COc1ccc(Cl)cc1Br)N/N=C/c1cc([N+](=O)[O-])ccc1O	7
CN(C)c1ccc(/C=C2\N=C(c3ccc([N+](=O)[O-])cc3)OC2=O)cc1	-1
CCOc1ccc2oc(-c3ccccc3)c(C(=O)N(C)C)c2c1	-1
N#Cc1c(N)nc2c(c1-c1ccccc1)CCCC2	2
Cc1onc(-c2c(F)cccc2Cl)c1C(=O)N1CCOCC1	3
O=C(O)CCCC1OC(CCCC(=O)O)OC(CCCC(=O)O)O1 (stereo unspecified)	14
Nc1ccc2oc(-c3cccc(Br)c3)nc2c1	8
O=c1[nH]c2ccc(Nc3nc4ccccc4nc3NS(=O)(=O)c3ccc(Cl)cc3)cc2[nH]1	-3
Cc1ccccc1NS(=O)(=O)c1ccc(NC(=O)c2ccc(C(F)(F)F)cc2)cc1	8
O=[N+]([O-])c1cc2c(cc1/C=N/Nc1nc3nonc3nc1Nc1ccc(F)cc1)OCO2	6
Cc1sc(NC(=O)c2ccc(-c3ccccc3)cc2)c(C#N)c1C	4
COc1ccccc1OC1=NS(=O)(=O)c2cc([N+](=O)[O-])ccc21	7
O=C(NCc1ccccn1)c1c(O)c2ccccc2[nH]c1=O	-2
COc1ccc2nc(SCC(=O)Nc3ccc(Cl)c(Cl)c3)[nH]c2c1	4
COC(=O)CN(c1ccc(OC)cc1)S(=O)(=O)c1ccc(NC(C)=O)cc1	1

Not a retest: entries from further up.
SMILES	ER stress surv
Cc1occc1C(=O)O/N=C(\N)c1ccccc1	-4
CCN(Cc1ccccc1)S(=O)(=O)c1ccc([N+](=O)[O-])cc1	5
O=C(NC(Nc1ccccc1)C(=O)c1ccccc1)c1ccco1 (stereo unspecified)	5
Cc1ccc(-c2cc(C(F)(F)F)n3ncc(C(=O)N4CCN(Cc5ccccc5)CC4)c3n2)cc1	7
O=C(CSc1ccccc1C(=O)O)c1ccc(-c2ccccc2)cc1	7
O=C(Nc1ccc2c(c1)OCO2)c1ccc(Cl)cc1	-5
O=C(NCCN1CCOCC1)/C(=C/c1ccc(F)cc1)NC(=O)c1ccccc1	-2
CCCCOC(=O)Nc1nnc(-c2ccco2)s1	-3
O=C(NCCNc1ccc(Cl)cc1[N+](=O)[O-])c1ccccc1Br	1
CN(C)CCNC(=O)COc1ccc2ccccc2c1	-4
CSc1ccc(/C=c2\sc3nc4ccccc4n3c2=O)cc1	8
CCNC(=O)C(=O)Nc1ccc(Cl)c(Cl)c1	5
O=C(COc1cccc(Cl)c1)NCCc1nc2ccccc2[nH]1	8
COc1cccc(NC(=O)CCN2C(=O)/C(=C/c3ccc(C)cc3)SC2=S)c1	8
CC(C)(C)NC(=O)c1ccc(N2C(=O)c3ccc([N+](=O)[O-])cc3C2=O)cc1	10
CCOC(=O)c1c(-c2ccc(OC)cc2)csc1NC(=O)c1cccc([N+](=O)[O-])c1	1
O=C(CSc1nnc(-c2cccc(Cl)c2)n1-c1ccccc1)NCc1ccccc1	6
COc1ccc(CC(=O)Nc2ccc3c(c2)Cc2ccccc2-3)cc1OC	1
CC(=O)c1c(C)n(-c2ccc(N(C)C)cc2)c2ccc(O)cc12	3
Cc1ccc(NC(=O)COc2ccccc2Cl)c(C(=O)O)c1	0
O=C(COc1ccc(Cl)cc1Br)N/N=C/c1cc([N+](=O)[O-])ccc1O	7
CN(C)c1ccc(/C=C2\N=C(c3ccc([N+](=O)[O-])cc3)OC2=O)cc1	-1
CCOc1ccc2oc(-c3ccccc3)c(C(=O)N(C)C)c2c1	-1
N#Cc1c(N)nc2c(c1-c1ccccc1)CCCC2	2
Cc1onc(-c2c(F)cccc2Cl)c1C(=O)N1CCOCC1	3

(more compounds)
SMILES	ER stress surv
O=S(=O)(NC1CCCCC1)c1ccc(Br)cc1	7
O=C(c1ccc(C#CC2(O)CCCCC2)cc1)N1CCN(c2ccc(F)cc2)CC1	11
Cc1nc2c(c3c1[nH]c1ccccc13)/C(=N\O)CC(C)(C)C2	3
O=S(=O)(Nc1cccc(C(F)(F)F)c1)c1ccc2ccccc2c1	2
CC(=O)Nc1ccc(NC(=O)c2ccc(C(F)(F)F)cc2)cc1	7
Cc1ccc(N2C(=O)/C(=C/C3CC=CCC3)SC2=S)cc1 (stereo unspecified)	2
COc1cccc(C(=O)Nc2ccc3c(c2)OCO3)c1	-7
COc1cc(C(=O)Nc2ccc(S(=O)(=O)Nc3ncccn3)cc2)c(Br)c(OC)c1OC	2
O=C(Nc1nccs1)c1cccc(N2C(=O)c3ccc([N+](=O)[O-])cc3C2=O)c1	-4
COc1ccc(NC(=S)NC(NC(=O)Cc2ccccc2)C(Cl)(Cl)Cl)cc1OC (stereo unspecified)	-5
Cc1ccc(C2=CC(=O)N(c3cccc(Br)c3)C2=O)cc1	2
CCc1ccc(N2C(=O)NC(=O)/C(=C\c3cc(I)c(O)c(OC)c3)C2=O)cc1	-3
Oc1ccc(-c2cc(-c3ccc(O)cc3)nc(-c3ccccc3)n2)cc1	10
CCOc1ccc(N=Cc2cc(Cl)ccc2OC)cc1	10
COc1ccccc1NCC(=O)n1nc(C)cc1C	-4
O=C(Nc1cccc(C(F)(F)F)c1)c1cnn2c(C(F)(F)F)cc(-c3cccs3)nc12	8
COC(=O)C1=C(C)NC2=C(C(=O)c3ccccc32)C1c1ccc(-c2ccc([N+](=O)[O-])cc2Br)o1 (stereo unspecified)	4
O=C(NCC1CCCO1)c1ccc2c(c1)C(=O)N(N1C(=O)c3ccccc3C1=O)C2=O (stereo unspecified)	13
COc1ccc(/C=C/C(=O)c2cccc(Br)c2)c(OC)c1	-1
CCC(Oc1ccccc1)C(=O)Nc1cc(Cl)ccc1OC (stereo unspecified)	6
Cc1ccc(NC(=O)C2C(c3ccccc3)=C2c2ccccc2)c(C)c1	8
Oc1c(Br)cc(Br)cc1/C=N/Nc1nc(N2CCOCC2)nc(N2CCOCC2)n1	6
CCOC(=O)c1c(NC(=O)c2ccc(Cl)c([N+](=O)[O-])c2)sc(C(=O)Nc2cc(C(F)(F)F)ccc2Cl)c1C	12
CCOC(=O)c1sc(NC(=O)c2ccncc2)nc1C	-1
Cc1ccc([N+](=O)[O-])cc1N=Cc1ccc([N+](=O)[O-])o1	-20

(continued)
SMILES	ER stress surv
Cc1cc(C)cc(N2C(=O)NC(=O)/C(=C\c3ccsc3)C2=O)c1	-7
c1coc(-c2nc3c(ccc4ccccc43)[nH]2)c1	-15
C(=NCCc1ccccc1)c1ccc(OC2CSC2)cc1	4
Cc1c(NC(=O)c2cn3c4c(c(N5CCN(C)CC5)c(F)cc4c2=O)OCN3C)c(=O)n(-c2ccccc2)n1C	11
CCOc1ccccc1NC(=O)C1C2C3CCC(C3)C12 (stereo unspecified)	-1
O=C(Nc1ccc(S(=O)(=O)Nc2nccs2)cc1)c1ccc(Cl)cc1	7
COc1ccc(C2/C(=C(\O)c3ccc(Cl)cc3)C(=O)C(=O)N2c2cccnc2)cc1OC (stereo unspecified)	6
O=C(O)c1cccc(S(=O)(=O)NCc2ccccc2)c1	15
CCN(CC)C(=O)c1c(-c2ccccc2)oc2ccc(O)cc12	3
O=C(NOC(=O)c1ccc(Cl)cc1Cl)c1ccc(Cl)cc1	2
O=C(N/N=C/c1ccc(F)c(Br)c1)c1cccc(Br)c1	2
CCn1c2ccccc2c2cc(/C=N\NC(=O)c3cccc(C)c3)ccc21	1
Cc1ccnc(N=Cc2ccc(C=Nc3cc(C)ccn3)cc2)c1	-7
O=C(NNC(=O)c1ccc(Cl)c([N+](=O)[O-])c1)c1cccc(Br)c1	3
Cc1ccc(-c2cc(C(=O)N/N=C/c3ccco3)[nH]n2)cc1	9
O=C(O)c1ccc(CS(=O)(=O)c2ccc(Br)cc2)cc1	4
O=C1NC(=S)N/C1=C/c1cc(Br)c(O)c(I)c1	2
N/C(=N\OC(=O)Cc1ccccc1)c1ccccc1	0
CC(C)N=CC1=C(O)CC(c2ccccc2)CC1=O (stereo unspecified)	6
COc1cc(NC(=O)c2ccc3c(c2)C(=O)N(CC2CCCO2)C3=O)c(C(=O)O)cc1OC (stereo unspecified)	-4
O=C(CSc1ccccc1C(=O)O)Nc1ccccc1	8
O=C1NC(=Nc2cccc(O)c2)CS1	8
O=C(CN(c1ccccc1)S(=O)(=O)c1ccccc1[N+](=O)[O-])N1CCCC1	7
CC(C)CN1C(=O)c2ccc(C(=O)Nc3c[nH]c(=O)[nH]c3=O)cc2C1=O	14
COC(C(=O)N/N=C/c1ccc2c3c(cccc13)CC2)c1ccccc1 (stereo unspecified)	6
CSc1nc(C)c(C(C)=O)cc1C#N	8
COc1ccccc1NC(=O)COc1ccc(C)cc1	1
O=C1C2C3CCC(O3)C2C(=O)N1c1ccccc1 (stereo unspecified)	3

Only part of the results is shown (hit frequency here may not be typical).
